# AmpC inh det: Promiscuous and Specific Inhibitors of AmpC Beta-Lactamase (assay with detergent); P00811; purified AmpC, nitrocefin hydrolysis with detergent; Potency, µM (top dose mostly 28.7 µM), without a hit: at the highest dose activity change, negative = inhibition; hit rate 0.09% among 71,000; AID 584, 2007; active = well fitted curve in the direction sought with a large enough effect
# Target sequence (P00811 whole entry, looked up): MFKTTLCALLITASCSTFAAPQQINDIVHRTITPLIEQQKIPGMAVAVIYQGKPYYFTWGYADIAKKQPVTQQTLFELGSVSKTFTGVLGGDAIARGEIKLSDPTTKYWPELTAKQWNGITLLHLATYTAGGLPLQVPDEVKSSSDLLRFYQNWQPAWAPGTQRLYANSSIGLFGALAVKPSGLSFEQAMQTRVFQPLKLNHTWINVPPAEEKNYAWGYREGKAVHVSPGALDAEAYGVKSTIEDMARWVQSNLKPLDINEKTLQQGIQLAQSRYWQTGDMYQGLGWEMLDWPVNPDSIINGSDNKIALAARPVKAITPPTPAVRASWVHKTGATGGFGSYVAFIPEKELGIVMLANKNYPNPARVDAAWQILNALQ
#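 E. coli AmpC (5.3 nM) in 20 mM phosphate pH 7.0 with 0.01% Triton X-100, preincubated 15 min RT with compound; nitrocefin (2 uL of 800 uM stock) hydrolysis followed by 480 nm absorbance every 20 s over 4 min.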
# Starred values were filed as active, the others as inactive; & = joins results of further samples; [ ] = dose if it differs, or a comment. % is scaled to controls: 0 for no effect and ±100 for the full control effect; potency is read from the fitted curve at half-maximal effect. These rows are one share of the data, so the mix of outcomes need not match the whole.
SMILES,AmpC inh det
c1csc(CN2CC[C@@]3(CCCNC3)C2)n1,-4%
COc1ccccc1CNc1cc(-c2ccc(C(=O)N(C)C)cc2)ncn1,9%
Nc1c(C(=O)NCCN2CCOCC2)c2nc3ccccc3nc2n1-c1cccc(F)c1,-7%
COc1ccc(-c2csc(NC(=O)c3cc(C)on3)c2C#N)cc1OC,-4%
O=C(Nc1ccccc1)NC1(C(=O)N2CCN(C(=O)c3ccco3)CC2)CCCCC1,12%
CCOC(=O)Cn1c(-c2ccccn2)nc2ccccc21,5%
Cc1ccc(S(=O)(=O)C2(C(=O)Nc3nccs3)CC2)cc1,12%
CCOc1ccc(-c2noc(COC)n2)cc1OC,-5%
Cc1ccc(S(=O)(=O)N(CC(=O)N2CCC(C(N)=O)CC2)Cc2ccc(F)cc2)cc1,9%
CCn1c(SCC(=O)Nc2ccc(C(C)=O)cc2)nc2ccccc21,0%
Cn1cnnc1SCC(=O)Nc1ccccc1C(=O)NC1CCCC1,-2%
C[C@@]12CC(=O)[C@@H]3[C@@H](CCC4=CC(=O)CC[C@]43C)[C@@H]1CC=C2CC(=O)O,-5%[5.75 µM]
Cc1cccc(-c2c3c(=O)n(C)c(=O)n(C)c3cn2CC2CCCO2)c1 (configuration not stated),-5%
c1cncc(-c2nc(-n3ccnc3)c3ccccc3n2)c1,8%
CCOC(=O)C1(C)NC(c2ccc(N(C)C)cc2)C2C(=O)N(c3ccc(OC)cc3)C(=O)C21 (configuration not stated),-1%
O=C(OCC1CC(c2ccccn2)=NO1)c1ccc(Br)cc1 (configuration not stated),3%
C=CCn1c(SCC(N)=O)nnc1-c1cccc(Br)c1,1%
c1ccc2c(c1)oc1c(Nc3ccc4c(c3)OCO4)ncnc12,-2%
Cc1ccc2c(c1)N(CCC(=O)N1CCC3(CC1)OCCO3)C(=O)C(C)O2 (configuration not stated),-7%
c1nc(NCCN2CCOCC2)c2c3c(sc2n1)CCCCC3,1%
CCOC(=O)c1c(C)n(O)c2ccc(Cl)cc2c1=O,0%
CNc1cc(-c2ccccc2C(F)(F)F)ncn1,7%
COC(=O)c1ccccc1NC(=O)c1noc2c1CC(C(C)(C)C)CC2 (configuration not stated),-1%
O=C1CCCc2c1cc(C(=O)NCc1ccco1)c(=O)n2-c1ccccc1,-4%
Cc1ccccc1-c1cc(Nc2ccccc2)ncn1,8%
CCCn1c(N2CCN(CC(=O)c3c(C)n(C)c4ccccc34)CC2)nc2c1c(=O)[nH]c(=O)n2C,2%
C=CCn1c(SCc2ccccc2C#N)nnc1-c1cc(Br)ccc1O,-4%
COc1ccc(N2C(=O)C3CCCN3C2c2cccc(C)c2)cc1Cl (configuration not stated),-2%
O=C(CSc1nnnn1-c1ccccc1)N1CCc2ccccc2C1,-4%
O=S(=O)(NCC1CCCO1)c1ccc(Oc2ccccc2)cc1 (configuration not stated),-2%
CC(C)Cn1c(-c2ccc(F)cc2)n[nH]c1=S,-2%
O=c1[nH]c(=S)[nH]c2c1CN(CCCN1CCOCC1)CN2,-6%[5.75 µM]
COc1c(Br)cc2c(C)c(C(=O)O)oc2c1Br,10%
O=C(COc1c(F)c(F)cc(F)c1F)NC(=O)NC1CCCC1,-3%
COc1ccccc1N=c1scc(-c2ccc3c(c2)NC(=O)CO3)n1CC1CCCO1 (configuration not stated),14%
CN(C=O)CP(=O)(O)CCN1CCCC1=O,1%
COc1ccc(NC(=O)CCc2ccccc2)cc1NC(=O)c1ccco1,-4%
COc1ccc(CCNC(=O)COC(=O)c2ccco2)cc1OC,-1%
Cc1cnc(CNc2ncncc2-c2cccnc2)cn1,9%
CCC(c1nnnn1Cc1ccc(F)cc1)N1CCN(C2CCCCC2)CC1 (configuration not stated),1%
c1cn2cc(CSC3CCCCC3)nc2s1,-3%
Cc1ccc(-c2nc(C#N)c(NCc3ccco3)o2)cc1,7%
COc1ccc(-c2nc(Cn3c(SCc4cccc(F)c4)nc4ccncc43)c(C)o2)cc1OC,7%
CCn1ncc(NC(=O)Nc2cccc(C(F)(F)F)c2)c1C(N)=O,18%
O=C(CCCCCn1c(=O)[nH]c2ccsc2c1=O)N1CCCCC1,11%

# An excerpt from above in order of molecular weight, falling.
SMILES,AmpC inh det
COc1ccc(-c2nc(Cn3c(SCc4cccc(F)c4)nc4ccncc43)c(C)o2)cc1OC,7%
COc1ccccc1N=c1scc(-c2ccc3c(c2)NC(=O)CO3)n1CC1CCCO1 (configuration not stated),14%
C=CCn1c(SCc2ccccc2C#N)nnc1-c1cc(Br)ccc1O,-4%
CCC(c1nnnn1Cc1ccc(F)cc1)N1CCN(C2CCCCC2)CC1 (configuration not stated),1%
COc1ccc(NC(=O)CCc2ccccc2)cc1NC(=O)c1ccco1,-4%
COc1ccc(N2C(=O)C3CCCN3C2c2cccc(C)c2)cc1Cl (configuration not stated),-2%
O=C(CSc1nnnn1-c1ccccc1)N1CCc2ccccc2C1,-4%
CCn1ncc(NC(=O)Nc2cccc(C(F)(F)F)c2)c1C(N)=O,18%
O=C(COc1c(F)c(F)cc(F)c1F)NC(=O)NC1CCCC1,-3%
O=S(=O)(NCC1CCCO1)c1ccc(Oc2ccccc2)cc1 (configuration not stated),-2%
O=c1[nH]c(=S)[nH]c2c1CN(CCCN1CCOCC1)CN2,-6%[5.75 µM]
Cc1ccc(-c2nc(C#N)c(NCc3ccco3)o2)cc1,7%
Cc1cnc(CNc2ncncc2-c2cccnc2)cn1,9%
c1cn2cc(CSC3CCCCC3)nc2s1,-3%
CC(C)Cn1c(-c2ccc(F)cc2)n[nH]c1=S,-2%
CN(C=O)CP(=O)(O)CCN1CCCC1=O,1%

# Next entries.
SMILES,AmpC inh det
COc1ccc(OC)cc1,15%
O=C1c2ccccc2C(=O)C1c1ccc2ccccc2n1,14%
CN(C)CCCn1cnc2cc(Cl)c(Cl)cc21,-1%[5.75 µM]
CCC(C)(C(=O)NC1CCCCC1)N(Cc1ccco1)C(=O)CNC(=O)c1ccccc1 (configuration not stated),-5%
COc1ccccc1CN1C(=O)[C@@H]2C(CCC(N)=O)NC3(C(=O)Nc4c3ccc(Cl)c4C)[C@@H]2C1=O (some centres not stated),-4%
COC(=O)c1nc2nc(C)cc(C(F)(F)F)n2n1,-4%
NS(=O)(=O)c1ccc(N=Nc2nc3[nH]c(=O)[nH]c(=O)c3[nH]2)cc1,-2%[5.75 µM]
CCOc1ccc2nc(N3CCC(C(=O)N4CCN(C5CCCCC5)CC4)CC3)sc2c1,10%
Cc1csc(NC(=O)c2sc3nc(-c4cccs4)ccc3c2N)n1,-6%
CCOc1ccc(N(CC(=O)NCC(C)C)S(C)(=O)=O)cc1,12%
Cc1cc(C)c(S(=O)(=O)Nc2ccc(O)cc2)c(C)c1,-5%
O=C(CN(Cc1ccc(F)cc1)C(=O)c1ccco1)NCc1ccc(F)cc1,-3%
O=C(Nc1cccnc1)C1OCCc2ccccc21 (configuration not stated),0%
CCCCSc1nc2c(cnn2-c2ccc(Cl)cc2)c(=O)[nH]1,0%
O=c1cc(CSc2ccc(Cl)cc2)nc2nc[nH]n12,1%
Cc1nn(-c2ccccc2)c(C)c1C(=O)OC/C(O)=C(\C#N)c1nc2ccccc2[nH]1,-2%
COc1ccccc1CNC(=O)C1CC(=O)N(C2CCCC2)C1 (configuration not stated),-4%
Cc1ccc(CN2C(=O)CCC2C(=O)NCCN(CC(C)C)CC(C)C)cc1 (configuration not stated),-4%
COc1ccccc1N1CCN(C(=O)c2cn(-c3ccccc3)nc2-c2cccnc2)CC1,1%
Cc1cc2ccccc2c(=O)n1CC(=O)N(C)c1ccc(F)cc1,-4%
CCCCOc1cc(C)nc(NCc2ccccc2)n1,0%
COc1cccc(-n2c(SCC(=O)NC(C)(C)C)nnc2-c2ccoc2C)c1,6%
Cc1ccc(N(C(=O)CNC(=O)c2ccco2)C(C(=O)NCC2CCCO2)c2ccccc2)cc1 (configuration not stated),-5%
O=C(COc1ccc(=O)n(-c2ccccc2)n1)Nc1ccccc1,9%
O=C(CCN1C(=O)c2ccccc2S1(=O)=O)NCc1ccco1,4%
CSc1nnc(NC(=O)c2ccc(C)c(S(=O)(=O)N3CCOCC3)c2)s1,-4%
Cc1[nH]c(=O)[nH]c(=O)c1S(=O)(=O)NCCc1ccc(S(N)(=O)=O)cc1,-2%
CCOc1ccc2[nH]c(=O)c(CN(Cc3cccs3)Cc3nnnn3C(C)(C)CC)cc2c1,10%
CC1(C)CC(O)C(C)(C)N1O (configuration not stated),1%
CCOC(=O)c1ccc(NC(=O)CC2C(=O)N(c3ccc(F)cc3)C(=O)N2CCCOC)cc1 (configuration not stated),-3%

# Retrieved one by one from the list above, two records:
SMILES,AmpC inh det
Cc1ccc(CN2C(=O)CCC2C(=O)NCCN(CC(C)C)CC(C)C)cc1 (configuration not stated),-4%
CCOc1ccc2[nH]c(=O)c(CN(Cc3cccs3)Cc3nnnn3C(C)(C)CC)cc2c1,10%

# The results go on:
SMILES,AmpC inh det
COc1ccc(CN2CC(C(=O)NCc3ccccn3)CC2=O)cc1 (configuration not stated),-2%
CCN(Cc1cc2ccc(C)cc2[nH]c1=O)C(=O)c1cccnc1,12%
CCC(=NCCO)c1c(O)n(C2CCCCC2)c(=O)[nH]c1=O,-2%
CCc1cc2cc3c(cc2nc1SCC(=O)Nc1cc(C)on1)OCO3,11%
CCOC(=O)c1c(NC(C)=O)sc2c(O)cccc12,18%
COc1ccc(N2C(=O)CSC2c2ccc3c(c2)OCO3)c(OC)c1 (configuration not stated),0%
COc1ccc(N2CCN(Cc3cc(=O)oc4c3ccc3ccccc34)CC2)cc1,1%
c1ccc(Cn2nnnc2C(c2ccccc2)N2CCN(c3nc4ccccc4s3)CC2)cc1 (configuration not stated),25%
O=C(Oc1cccc2c(=O)[nH]ccc12)c1ccccc1,13%
O=C(Cc1ccccc1)N1CCC(c2nc3ccccc3[nH]2)CC1,-4%
CCN(Cc1ccccc1)C(c1cccc(C#N)c1)c1nnnn1C(C)(C)C (configuration not stated),1%
CCOC(=O)N1CCN(C(=O)c2ccc(N3C(=O)CCC3=O)cc2)CC1,-3%
Cc1cccc(C#Cc2ccccc2)n1,-4%&-2%
CCOc1ccc2nc(NC(=O)CSc3nc4c(c(=O)n(C)c(=O)n4C)n3CC)sc2c1,-3%
COc1ccc(-c2csc(N3CCOCC3)n2)cc1OC,-5%
Cc1nnc(N)nc1C,17%
Cc1ccc(OCCn2ccc(=O)[nH]c2=O)cc1C,-3%
CCCCC[C@H](O)c1cccc(OCc2ccc3ccccc3n2)c1,-4%
Cc1ccc(C(=O)Nc2nc(COc3ccccc3)cs2)s1,0%
c1c2c(cc3sc(N4CCCCC4)nc13)OCCO2,5%
COC(=O)CSc1nc2cc(OC)ccc2cc1C#N,-1%
Cn1c(=O)c(=O)n(C)c2cc(S(=O)(=O)N3CCN(c4cccc(C(F)(F)F)c4)CC3)ccc21,1%
O=C1CC(NCc2ccco2)C(=O)N1CCc1ccccc1 (configuration not stated),0%
COCCNC(=O)c1cc(-c2ccc3c(c2)OCO3)on1,-5%
N[C@@H](Cc1ccc(O)c(O)c1)C(=O)O,1%[12.8 µM]
O=C(O)CC(O)C(=O)O (configuration not stated),-2%
CCCCN(CC)C(=O)c1ccc(Cl)c(Cl)c1,-1%
CC1CCc2nc(NC(=O)CN3CCN(Cc4ccc5c(c4)OCO5)CC3)sc2C1 (configuration not stated),-6%
O=[N+]([O-])c1cccc2c[nH]nc12,-5%
Cc1ccc(-c2c3c(=O)n(C)c(=O)n(C)c3cn2-n2cnnc2)cc1,4%
O=S1(=O)CCN2C=Nc3sc4c(c3C2=N1)CCCC4,-2%
CCN1CCN(CC(O)COc2ccc(C)c(C)c2)CC1 (configuration not stated),6%
COc1ccc(OC)c(CCNC(=O)Cn2sc3nc(C)cc(C)c3c2=O)c1,13%
CCCCn1c(SCC(=O)Nc2nc(C)cs2)nnc1-c1cccnc1,-4%
O=C(Nc1nnc(-c2ccccc2)o1)c1ccc(Cl)cc1,-1%
Cc1oc(C)c(C(=O)Nc2ccc(CC(=O)O)cc2)c1C(=O)Nc1ccc(CC(=O)O)cc1,11%
CC(Sc1nnc(-c2cc3ccccc3o2)n1-c1ccccc1)C(=O)O (configuration not stated),-6%
C1CNC2NCCNC2N1 (configuration not stated),4%
Cc1ccc(-c2nnc(-c3ccc(NC(=O)c4ccco4)cc3)o2)cc1,0%
CC(C)(C)C(=O)NC(=C(Cl)Cl)P(=O)(O)O,6%
Clc1ccc(-n2ncc3c(NCCN4CCOCC4)ncnc32)cc1,-1%
CCC(C)OC(=O)C1=C(C)NC(=O)NC1c1ccc(F)cc1 (configuration not stated),6%
COC(=O)N1CC(=O)N(OC)C1c1ccc(Cl)cc1Cl (configuration not stated),-7%
N#CCCn1c(=O)cnc2cnc(N3CCNCC3)nc21,2%
CCN(C1CCCCC1)S(=O)(=O)c1ccc(S(=O)(=O)N2CCN(CCC#N)CC2)cc1,5%
COCCNC(=S)c1ccc(OC)cc1,-3%
COC(=O)c1cccc(OCC(O)Cn2ccnc2)c1 (configuration not stated),-1%
Cn1c(=S)c2[nH]c(SCCN3CCCC3)nc2n(C)c1=O,3%[5.75 µM]
CCCN(CCC)c1nc(NC2CCN(C(=O)OCC)CC2)nc(OC)n1,19%
CC1CCCC(C)N1C(=O)COC(=O)c1ccc[nH]c1=O (configuration not stated),-1%
O=C(O)Cc1cnc[nH]1,-4%
CC(=O)c1cccc(S(=O)(=O)NCC(c2ccco2)N2CCCCC2)c1 (configuration not stated),7%
COc1ccc(OC(C)C(=O)NCc2cccnc2)cc1 (configuration not stated),-9%
COc1ccc(NC(=O)COc2ccccc2)c(OC)c1,-1%
O=c1c2cnn(-c3ccccc3)c2nnn1Cc1ccccn1,13%
Cn1c2c(c(=O)n(C)c1=O)CN(CCCN1CCOCC1)CN2,12%
O=C1C(Cl)=C(NCC2CCCO2)C(=O)N1CCc1ccccc1 (configuration not stated),-3%
COc1ccc2c(c1)N(C[C@@H](C)CN(C)C)c1ccccc1S2,-2%[12.8 µM]
c1cncc(-c2nnc3n2N=C(c2cccs2)CS3)c1,-3%
